HT1080-NT tox – kills 2HG-producing HT-1080-NT fibrosarcoma cells | Potency, µM (titrated, usually from 46.1 µM), without a hit: at the top dose activity, negative = less viability, hits mostly cytotoxic | 360,000 compounds, 1.6% hits | HT-1080-NT fibrosarcoma viability, CellTiter-Glo ATP luminescence, 48 h | AID 686970;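 also: NT is the 2HG producing partner of a matched IDH1 knockdown line; potency is read from the fitted curve at half-maximal effect; 0% = DMSO-treated cells and -100% = media-only wells without cells; nearly all actives have a fitted effect of over 55% in size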
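A 48-hour cytotoxicity screen used HT-1080-NT cells plated 2 hours before compound delivery. ATP-based CellTiter-Glo luminescence measured viability, normalized to DMSO and no-cell controls.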
MCF10A rerep – induces DNA re-replication in MCF 10a normal breast cells; 350,000 compounds, 2.9% hits; MCF 10A DNA re-replication, Hoechst nuclear intensity, 48 h; Potency, µM (highest dose often 46.1 µM), without a hit: at the top dose activity, positive = re-replication, actives largely listed as activators; also: potency is read from the fitted curve at half-maximal effect; % of control where 0% means no effect; nearly all actives have a fitted effect of over 50% in size
IL-1B inflam inh – blocks inflammasome-driven IL-1 beta release | THP-1 LPS/ATP IL-1B secretion, AlphaLISA, 16 h; stronger effect = lower value | activity change, % at 57.5 µM | 360,000 compounds, 4.7% hits; in the data active = activity change below about -50%; inconclusive = mostly about -30% to -49%; also: % is scaled to controls: 0 for no effect and ±100 for the full control effect
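Secreted IL-1B measured by AlphaLISA bead assay after 16 h compound exposure of THP-1 cells; compounds (final up to 57.5 uM) added 1 h before LPS (250 ng/mL) and ATP (1.25 mM) stimulation; lower signal means less secretion.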
KB-V1 MDR tox – KB-V1 MDR subline cytotoxicity; 400,000 compounds, 3.4% hits; KB-V1 MDR cells viability, CellTiter-Glo, 72 h; Potency, µM (doses to about 46.1 µM), for the others: at the top dose activity change, negative = cytotoxicity, hits mostly cytotoxic; also: potency is read from the fitted curve at half-maximal effect; % is scaled to controls: 0 for no effect and ±100 for the full control effect; nearly all actives have a fitted effect of over 60% in size
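Drug-selected KB-V1 cells, grown in DMEM lacking phenol red with 10% FBS, receive compound titrations; after three days at 37 degrees C, surviving cell ATP is quantified by CellTiter-Glo luminescence and responses normalized and curve-fitted.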
ATXN2 expr inh – inhibitors of ATXN2 expression | HEK-293 ATXN2-luciferase reporter, luminescence, 24 h | Potency, µM (highest dose often 57 µM), without a hit: at the top dose activity change, negative = inhibition, actives largely listed as inhibitors | 360,000 compounds, 0.72% hits; also: potency is read from the fitted curve at half-maximal effect; % is scaled to controls: 0 for no effect and ±100 for the full control effect; nearly all actives have a fitted effect of over 55% in size
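ATXN2-luciferase reporter cells (luciferase flanked by upstream and downstream ATXN2 gene portions) were treated 24 h at 37 °C with compounds at up to 57 uM. SteadyGlo luminescence gave expression; GF-AFC fluorescence gave viability.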
HT1080 IDH1KD tx – kills HT-1080 cells with IDH1 knockdown; 360,000 compounds, 2% hits; HT-1080 IDH1 knockdown viability, ATP luminescence, 48 h; Potency, µM (top dose mostly 46.1 µM), without a hit: at the top dose activity, negative = toxicity, most hits filed as cytotoxic;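 also: potency is read from the fitted curve at half-maximal effect; 0% = DMSO wells and -100% = cell-free medium wells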
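HT-1080-IDH1KD cells (IDH1 knocked down), 750/well in RPMI with 5% FBS, treated with compound 48 h at 37 degrees C. Viability by CellTiter-Glo luminescence, normalised to DMSO and no-cell wells; concentration-response curves classed.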
SW480 rereplic – inducers of DNA re-replication in SW480 colon cancer cells; SW480 DNA re-replication, Hoechst DNA content imaging, 48 h; Potency, µM (series often up to 46.1 µM), inactives show at the highest dose re-replication activation, most hits filed as activators; 340,000 compounds, 1.8% hits; also: potency is read from the fitted curve at half-maximal effect; % of control where 0% means no effect; nearly all actives have a fitted effect of over 55% in size
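DNA re-replication was detected as more nuclei of elevated Hoechst intensity after 48 hr exposure to compound (23 nL pinned per well of 250 cells).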
KB-3-1 tox – kills parental KB-3-1 adenocarcinoma cells | KB-3-1 viability, CellTiter-Glo ATP luminescence, 72 h | Potency, µM (series often up to 46.1 µM), inactives show at the top dose activity change, negative = cytotoxic, most hits filed as cytotoxic | 400,000 compounds, 1.4% hits; also: potency is read from the fitted curve at half-maximal effect; % is scaled to controls: 0 for no effect and ±100 for the full control effect; nearly all actives have a fitted effect of over 60% in size
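KB-3-1 parental drug-naive adenocarcinoma cells in DMEM/10% FBS, incubated 72 h at 37 C with pin-transferred compounds across a concentration series. Viability by CellTiter-Glo luminescence; concentration-response curves fitted after normalization.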
WRN inhibitor – blocks human WRN helicase; AID 651768; WRN helicase unwinding, fluorescent forked duplex, kinetic; Potency, µM (top dose mostly 114 µM), without a hit: at the highest dose activity change, negative = inhibition, actives largely listed as inhibitors; Q14191; 360,000 compounds, 0.46% hits; also: potency is read from the fitted curve at half-maximal effect; % is scaled to controls: 0 for no effect and ±100 for the full control effect; nearly all actives have a fitted effect of over 55% in size
Target sequence (Q14191 whole entry, looked up): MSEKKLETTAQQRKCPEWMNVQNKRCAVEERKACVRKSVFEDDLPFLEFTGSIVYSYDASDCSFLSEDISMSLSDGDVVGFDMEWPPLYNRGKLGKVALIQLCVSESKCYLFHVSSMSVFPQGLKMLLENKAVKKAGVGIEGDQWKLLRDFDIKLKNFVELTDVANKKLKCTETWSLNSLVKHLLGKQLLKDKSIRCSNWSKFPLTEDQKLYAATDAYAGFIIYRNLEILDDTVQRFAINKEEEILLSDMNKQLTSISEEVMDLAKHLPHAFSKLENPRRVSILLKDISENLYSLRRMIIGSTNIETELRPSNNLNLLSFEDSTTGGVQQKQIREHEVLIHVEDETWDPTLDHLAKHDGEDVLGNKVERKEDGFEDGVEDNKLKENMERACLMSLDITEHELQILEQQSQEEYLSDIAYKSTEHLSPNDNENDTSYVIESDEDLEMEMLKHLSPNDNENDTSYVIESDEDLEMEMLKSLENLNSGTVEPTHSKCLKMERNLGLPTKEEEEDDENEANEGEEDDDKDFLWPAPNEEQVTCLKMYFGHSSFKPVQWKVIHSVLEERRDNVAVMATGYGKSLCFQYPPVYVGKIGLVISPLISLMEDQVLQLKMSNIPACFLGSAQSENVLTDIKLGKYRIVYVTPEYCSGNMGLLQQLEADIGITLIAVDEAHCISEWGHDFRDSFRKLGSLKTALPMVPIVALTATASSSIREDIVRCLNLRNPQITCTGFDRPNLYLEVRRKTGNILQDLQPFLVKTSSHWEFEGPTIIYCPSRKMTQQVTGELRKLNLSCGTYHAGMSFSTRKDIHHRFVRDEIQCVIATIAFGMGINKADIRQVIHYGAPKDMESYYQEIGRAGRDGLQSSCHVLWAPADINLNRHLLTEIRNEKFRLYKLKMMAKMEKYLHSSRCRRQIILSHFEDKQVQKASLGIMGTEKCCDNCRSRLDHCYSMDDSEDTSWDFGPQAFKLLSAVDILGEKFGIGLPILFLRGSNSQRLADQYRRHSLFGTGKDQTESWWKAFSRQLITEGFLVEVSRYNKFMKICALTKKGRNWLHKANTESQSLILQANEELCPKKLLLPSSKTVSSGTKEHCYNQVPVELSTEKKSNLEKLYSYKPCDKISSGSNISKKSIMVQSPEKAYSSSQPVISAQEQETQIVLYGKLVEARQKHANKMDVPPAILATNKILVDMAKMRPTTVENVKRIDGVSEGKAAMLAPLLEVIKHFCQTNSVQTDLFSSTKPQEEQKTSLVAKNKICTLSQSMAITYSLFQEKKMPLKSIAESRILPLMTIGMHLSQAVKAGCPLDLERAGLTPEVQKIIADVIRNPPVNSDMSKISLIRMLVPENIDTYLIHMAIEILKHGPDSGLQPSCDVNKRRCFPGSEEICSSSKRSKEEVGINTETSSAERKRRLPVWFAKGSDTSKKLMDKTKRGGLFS
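Screening of the MLSMR collection measured strand separation of a quenched forked DNA duplex (100 nM) by 20 nM WRN with 2 mM ATP, all final. Compounds were preincubated with enzyme 15 min at room temperature.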
Numbers without * were called inactive; ? = inconclusive; · = no result given; & = joins results of further samples; [ ] = remark or other dose. Unless noted, calls follow the shape of the dose curve; as a rule, active = well fitted curve in the direction sought with a large enough effect; inconclusive = small, poorly fitted or top-dose-only effect, or another doubt; inactive = no such curve, though single readings can be large; an effect the other way counts as inactive or inconclusive.

SMILES | HT1080-NT tox | MCF10A rerep | IL-1B inflam inh | KB-V1 MDR tox | ATXN2 expr inh | HT1080 IDH1KD tx | SW480 rereplic | KB-3-1 tox | WRN inhibitor
COc1ccc(CN(C(=O)/C=C/c2ccco2)C2CCS(=O)(=O)C2)cc1 (configuration not stated) | 16% | 2% | -3 | 0% | 16% | 0% | -4% | 11% | -29%[57.1 µM]
CCCN(CCC)CCNc1c(N2CCN(C(=O)OCC)CC2)c(=O)c1=O | 5% | -1% | 0 | -1% | 5% | -1% | -11% | 2% | 5%
O=C1Nc2cc(S(=O)(=O)N3CCCC3)ccc2N2CCCC12 (configuration not stated) | -10% | -1% | 14 | 11% | 4% | -1% | -1% | -8% | 1%
O=C(Nc1ccc(N2CCOCC2)c(Cl)c1)c1ccc(-n2cnnc2)cc1Cl | 12% | ? | -8 | · | 8% | 7% | -1% | · | -16%
O=S(=O)(Nc1cc(S(=O)(=O)N2CCOCC2)ccc1O)c1ccc2c(c1)OCCCO2 | 5% | -2% | 0 | 6% | -22% | 2% | -2% | 9% | -12%[11.6 µM]
CC(C)c1ccc(CSc2ccc(S(=O)(=O)N3CCOCC3)cn2)cc1 | -2% | 9% | 4 | ? | 1% | -9% | 2% | -14% | 5%
O=C(CN1CCN(c2ccccc2F)CC1)N1CCc2ccccc21 | -10% | 3% | 13 | -20% | 10% | -11% | -4% | -1% | -2%
O=C1NC[C@H](Cc2ccccc2)N(C[C@@H]2CCCN2C[C@H](Cc2ccccc2)N2C[C@H](Cc3ccc(O)cc3)N(CCc3ccccc3)C(=O)C2=O)C1=O | ? | · | -60* | -3% | -23% | ? | · | ? | -6%
CCOc1cc(-c2cc(-c3ccc(C)cc3)nc(N)c2C#N)ccc1O | 8.9µM* | 21µM* | 18 | 8.2µM* | ? | 13µM* | 16µM* | 5.8µM* | 0%
C/C(=N\NC(=O)c1ccc(CSc2nc(C)cc(C)n2)cc1)C1CCCCC1 | 6% | -3% | 3 | 2% | 9% | 4% | -2% | 17% | 5%
COc1ccc(CNC(=O)CCN2C(=O)[C@@H]3Cc4ccccc4CN3C2=O)cc1 | 24% | 1% | -11 | 0% | 6% | 10% | 0% | 16% | 3%
Cc1ccc([N+](=O)[O-])cc1NC(=O)Cc1cccs1 | 12% | ? | -13 | 3% | -17%[11.3 µM] | 21% | -3% | 10% | ?
COc1ccc(-n2c(SCC(N)=O)nnc2-c2ccco2)cc1 | -1% | 5% | -7 | 1% | · | 6% | -6% | 3% | -2%
CC(C)Oc1cc(F)ccc1-c1cc(C(=O)Nc2ccc(F)cc2)[nH]n1 | 5% | · | -25 | -24% | -4% | 24% | · | 0% | 1%
CCNS(=O)(=O)c1ccc(CCC(=O)NCc2ccccn2)cc1 | -6% | 20% | 0 | -2% | 25% | -3% | 17% | 9% | 1%
O=C(COC(=O)C1CC1)Nc1ccc2[nH]c(=O)[nH]c2c1 | 0% | 3% | 0 | 26% | · | 2% | 22% | 8% | -17%
C#CCn1cnc2c(cnn2-c2ccc(C)c(C)c2)c1=O | -9% | 2% | 20 | -16% | 36%[activator] | -7% | 3% | -13% | 3%
O=C(O)C(Cc1cc2ccccc2[nH]1)N1C(=O)C2CC=C(Cl)CC2C1=O (configuration not stated) | 0% | -3% | 37 | 0% | 3% | 1% | -3% | 15% | -14%
CNc1oc(-c2ccc(OCc3ccccc3)cc2)nc1C#N | -4% | 11% | ? | 23µM* | 13% | -12% | ? | -8% | 5%
O=C1[C@H](Oc2ccccc2)[C@@H](c2ccncc2)N1c1ccncc1 | 3% | ? | 5 | 0% | 10% | 8% | -1% | 0% | -8%
CCOC(=O)C1CCCN(C(=O)c2ccc3c(c2)NC(=O)C(N2CCOCC2)S3)C1 (configuration not stated) | -1% | 0% | 12 | 7% | -15% | -19% | 4% | -4% | 0%
S=C(NCc1ccccc1)NCc1ccccc1Cl | -30% | 0% | -26 | 0% | -4% | ? | -10% | -3% | -16%
Cc1ccc(-c2cc(C(=O)Nc3cccc(S(=O)(=O)N(C)C)c3)c3ccccc3n2)o1 | -7% | ? | -18 | -27% | -3% | -4% | ? | -1% | ?
CCC1COCCS(=O)(=O)N1Cc1cccc(Cl)c1 (configuration not stated) | 13% | -1% | 1 | ? | 2% | 10% | -7% | 11%&0% | 5%
Nc1nc(N2CCOCC2)n[nH]1 | 12% | 1% | -4 | -11% | -12% | 11% | 2% | -6% | -1%
COc1ccc(C(CNC(=O)c2ccc(-n3cnnn3)cc2)N2CCOCC2)cc1 (configuration not stated) | 4% | 2% | -15 | 21% | -4% | 9% | 1% | 8% | -1%
COc1cc2cc(CN(CCCN3CCOCC3)C(=O)Nc3ccccc3F)c(=O)[nH]c2cc1OC | 2% | -43%[inhibitor] | -14 | 4% | ? | -2% | 12% | 10% | -3%
CCC(C)(C)NC(=O)COc1ccc(C(=O)c2ccccc2)cc1 | 1% | -1% | 21 | ? | -10% | -6% | 8% | 3% | 1%
COc1ccccc1NC(=O)Cc1noc(CSc2nnc(C(F)(F)F)n2C)n1 | 2% | -9% | 11 | 8% | · | 0% | -58%[inhibitor] | 0% | -7%
Cc1cc(Cl)ccc1OC(C)C(=O)NN1C(=O)c2ccccc2C1=O (configuration not stated) | 12% | 3% | -3 | 26% | 3% | 13% | 8% | 13% | -10%
CCOC(=O)COc1ccccc1/C=N/Nc1nnc2c3ccccc3n(C)c2n1 | -2% | ? | · | -15% | -32% | 3% | -54%[inhibitor] | -11% | 0%
CCOC(=O)C1=C(C)N=C2c3ccccc3C(=O)C2C1c1ccccc1 (configuration not stated) | -7% | 16% | -16 | 0% | -3% | -13% | 4% | 2% | -9%
COc1ccc(NC(=O)CSc2nnc(-c3ccoc3C)n2CCc2ccccc2)cc1 | -5% | 12% | -6 | 0% | -6% | -24% | -2% | 9% | -12%
CCOC(=O)C1=C(C)OC(N)=C(C#N)C1c1ccc(OC)c(C)c1OC (configuration not stated) | -11% | 0% | 5 | 5% | 2% | -8% | -1% | 16% | 0%
COc1ccc(OC)c(-c2csc(NC(=O)CSc3nnnn3C)n2)c1 | 13% | 0% | -10 | 0% | -3% | 13% | -6% | ? | -1%
CCCCNC(=O)[C@H]1C[C@H]1[C@@H](O)[C@H](CO)NC(=O)[C@H](CC(C)C)NC(=O)OC(C)(C)C | 5% | -4% | 11 | ? | 8% | 13% | 1%[9.22 µM] | 12% | 8%
CCc1ccc(C(=O)Nc2cccc(-c3nn[nH]n3)c2)s1 | ? | -2% | 9 | 68% | 37% | 22% | -8% | 0% | -7%
COc1ccc(NS(=O)(=O)c2ccc(Cl)c(NC(=O)c3cccnc3Cl)c2)cc1 | -17% | 12% | 14 | 21µM* | · | -6% | 14% | -28% | -3%
COC(=O)CSCC(=O)Nc1nnc(-c2cccc(C)c2)s1 | 2% | 2% | 33 | ? | · | -3% | 0% | 4% | 5%
O=C(Cn1cnc2ccccc21)Nc1cccc([N+](=O)[O-])c1 | -8% | -6% | 4 | 0% | -13% | -2% | -27% | -1% | -6%
CCCc1ccc(Oc2coc3cc(OCC(=O)Nc4ccccc4C)ccc3c2=O)cc1 | -18% | ? | 11 | 0% | -28% | -15% | -3% | -1% | -12%
Cc1ccccc1OCC(=O)Nc1nc(C)c(C(=O)N(C)C)s1 | -1% | 13% | -8 | -27% | 18% | 2% | ? | 22% | -2%
Cc1ccc(N(Cc2ccco2)C(=O)c2ccc(N3CCCCC3)c([N+](=O)[O-])c2)cc1 | -10% | 4% | -22 | ? | · | ? | 24% | ? | -11%
COc1ccc(C2=CC(=O)C[C@H](c3ccc4c(c3)OCO4)C2)cn1 | 5% | -8% | -16 | -7% | 9% | 3% | -12% | 4% | 0%
Nc1ccccc1SC(CC(=O)c1ccccc1)c1ccc([N+](=O)[O-])cc1 (configuration not stated) | -9% | · | ? | -11% | · | ? | · | 21µM* | -27%
O=C(NCc1ccncc1)C(=O)N/N=C/c1ccc(OCc2ccccc2)cc1 | 9% | 4% | -3 | 3% | -14% | 0% | -8% | 1% | -31%
CCCS(=O)(=O)c1cnc(C2COc3ccccc3O2)nc1N (configuration not stated) | -26% | -4% | -27 | 0% | · | ? | ? | ? | -3%
O=C(O)c1cn(C2CCCCC2)c2ccccc2c1=O | 8% | 0% | -2 | -18% | -14% | 3% | -9% | 1% | -2%
CCOc1ccccc1NC(=S)N(CCC(C)C)C1CCN(C(C)=O)CC1 | -4% | 18% | 16 | -12% | -6% | 12% | -6% | -7% | -3%
CC(C)(C)OC(=O)NCCCCCNC(=O)c1nc[nH]c1C(=O)NCCCCCNC(=O)OC(C)(C)C | -25% | ? | 19 | ? | 22µM* | -14% | 3% | ? | -26%
Cc1cc(C)cc(C(=O)NCC(=O)OCC(=O)NC2CC2)c1 | 17% | 3% | -1 | 10% | 3% | 20% | 2% | 12% | -4%
CCn1c(SCC(=O)c2ccc(Br)cc2)nnc1C(C)NC(=O)Cc1ccc(OC)cc1 (configuration not stated) | 6% | -24% | 5 | 0% | -13% | 7% | 1% | 10% | 4%
CCC(C)NC(=O)Nc1ccc(Br)cc1Cl (configuration not stated) | -4% | ? | 0 | ? | -27% | -24% | -3% | -16% | 4%

Screening results: PubChem, National Center for Advancing Translational Sciences (NCATS)
